Screens (PubChem)
Vif-A3G inh: blocks the Vif interaction with human APOBEC3G; Q9HC16; AID 602310; HeLa A3G-eYFP + Vif (tagged APOBEC3G with the HIV-1 protein that degrades it), YFP fluorescence, overnight; Potency, µM (series often up to 46.1 µM), without a hit: at the top dose activity, negative = active, usual class: inhibitors; hit rate 0.076% among 410,000;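 note: potency is the fitted concentration of half-maximal effect; % is set by controls: 0 for no effect and ±100 for the full control effect; nearly all actives have a fitted effect of over 60% in size; hits raise eYFP signal because A3G escapes Vif-driven loss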
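Read-out is eYFP fluorescence (Ex 488/Em 500-530) from Vif-expressing HeLa A3G-eYFP cells; more signal means A3G escaped Vif-mediated degradation. Cells plated overnight, compound pinned in, incubated overnight at 37 deg C.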
Glioma ERSR ind: inducers of ER stress response in human glioma cells; U87-MG GRP78 promoter luciferase reporter, 16 h; Potency, µM, without a hit: at the top dose activation, usual class: activators; hit rate 0.02% among 420,000; note: potency is the fitted concentration of half-maximal effect; series mostly up to about 76 µM; % of control where 0% means no effect; nearly all actives have a fitted effect of over 35% in size
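Stably transfected U87-MG human glioma cells carrying a GRP78-based luminescent sensor were seeded at 1000 cells/well, pin-dosed with compounds and incubated 16 h. Luciferase reagent was then added, and end-point luminescence was read after 10 min at room temperature.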
TrxR1 substrate: substrates of rat thioredoxin reductase 1; hit rate 0.01% among 390,000; AID 588456; purified TrxR1 substrate turnover, NADPH consumption readout; Potency, µM (titrated, usually from 114 µM), for the others: at the highest dose activity change, negative = substrate turnover; note: potency is the fitted concentration of half-maximal effect; % is set by controls: 0 for no effect and ±100 for the full control effect; nearly all actives have a fitted effect of over 50% in size
Target sequence (O89049 whole entry, looked up): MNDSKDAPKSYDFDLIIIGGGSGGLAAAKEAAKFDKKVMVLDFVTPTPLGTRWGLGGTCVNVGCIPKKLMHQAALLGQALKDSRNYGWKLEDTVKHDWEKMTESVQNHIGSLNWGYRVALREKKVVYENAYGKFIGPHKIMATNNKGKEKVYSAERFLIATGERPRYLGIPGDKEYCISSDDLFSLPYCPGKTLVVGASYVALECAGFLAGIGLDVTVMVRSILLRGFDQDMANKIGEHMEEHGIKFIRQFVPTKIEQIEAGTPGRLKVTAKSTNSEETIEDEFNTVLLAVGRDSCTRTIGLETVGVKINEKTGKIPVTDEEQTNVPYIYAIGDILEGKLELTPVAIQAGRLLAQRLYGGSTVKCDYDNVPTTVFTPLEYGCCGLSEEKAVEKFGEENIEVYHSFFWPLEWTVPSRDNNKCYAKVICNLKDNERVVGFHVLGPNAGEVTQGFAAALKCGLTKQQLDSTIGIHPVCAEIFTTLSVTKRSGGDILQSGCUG
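Rat TrxR1, dispensed at 90 nM, was prereduced with 400 uM NADPH (final) for 5 min at ~22 deg C, then incubated with compound 15 min before 400 uM selenite. A first-read NADPH fluorescence drop versus no-compound background flagged substrates.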
IDH1 R132H inh: inhibitors of human mutant IDH1 R132H. AID 602179. hit rate 0.093% among 390,000. Potency, µM (titrated, usually from 76.6 µM), for the others: top-dose activity change, negative = inhibition, actives largely listed as inhibitors. IDH1-R132H enzyme, NADPH consumption, diaphorase/resazurin fluorescence; note: potency is the fitted concentration of half-maximal effect; % is set by controls: 0 for no effect and ±100 for the full control effect; nearly all actives have a fitted effect of over 65% in size
Target sequence (O75874 whole entry R132H, stated change not applied): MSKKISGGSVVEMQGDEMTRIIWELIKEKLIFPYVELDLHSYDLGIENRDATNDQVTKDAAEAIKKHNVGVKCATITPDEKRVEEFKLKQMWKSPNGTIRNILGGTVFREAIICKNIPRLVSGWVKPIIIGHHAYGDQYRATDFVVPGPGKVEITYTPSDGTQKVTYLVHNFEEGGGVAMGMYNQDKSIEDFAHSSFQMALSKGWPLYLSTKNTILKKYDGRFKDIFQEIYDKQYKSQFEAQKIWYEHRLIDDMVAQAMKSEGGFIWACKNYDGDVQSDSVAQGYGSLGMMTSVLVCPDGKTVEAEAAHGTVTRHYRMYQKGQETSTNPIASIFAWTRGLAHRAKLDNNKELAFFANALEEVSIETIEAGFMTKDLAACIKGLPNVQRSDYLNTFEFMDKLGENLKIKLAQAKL
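IDH1-R132H (0.5 ug/mL dispensed) in pH 7.5 Tris buffer was preincubated 30 min with compound, then given a substrate mix of 0.016 mM NADPH and 2 mM alpha-KG for 80 min at room temperature; remaining NADPH was read by diaphorase/resazurin fluorescence.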
RXFP1 ag: agonists of human relaxin receptor RXFP1. HEK293T-RXFP1 cAMP TR-FRET, 30 min; response scale: percent of porcine relaxin response, buffer zero. Potency, µM (doses to about 57.5 µM), for the others: at the top dose activation, hits mostly activators. Q9HBX9. hit rate 0.3% among 370,000; note: potency is the fitted concentration of half-maximal effect; % is set by controls: 0 for no effect and ±100 for the full control effect; nearly all actives have a fitted effect of over 60% in size; many of its hits are not listed in these tables
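HEK293 cells stably expressing RXFP1, treated 30 min at 37C with compounds plus PDE4 inhibitor Ro 20174; cAMP measured by HTRF TR-FRET. Normalized to buffer and 29 nM porcine relaxin; EC50 by Hill fit.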
USP1-UAF1 inh: USP1/UAF1 (human) deubiquitinase inhibition; O94782; recombinant USP1/UAF1, Ub-Rhodamine cleavage fluorescence; Potency, µM (top dose mostly 57.1 µM), without a hit: at the top dose activity change, negative = inhibition, actives largely listed as inhibitors; hit rate 0.23% among 390,000; note: potency is the fitted concentration of half-maximal effect; % is set by controls: 0 for no effect and ±100 for the full control effect; nearly all actives have a fitted effect of over 60% in size; inactives centre near -12
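USP1/UAF1 complex (1 nM) preincubated 15 min at room temperature with compound, then Ub-Rho substrate (150 nM final) added. Kinetic fluorescence at 480/540 nm over 6 reads at 60 s intervals; 50 mM HEPES pH 7.8, 0.5 mM EDTA, 0.1 mg/ml BSA, 1 mM TCEP, 0.01% Tween-20.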
PI4K2A block: inhibitors of human PI4K2A; Q9BTU6; activity change, negative = inhibition, % at 76.9 µM; AID 1346378; hit rate 0.13% among 420,000; purified PI4K2A, ADP-Glo luminescence, 1 h; stronger effect = lower value; in the data active = activity change below about -50%; inconclusive = mostly about -30% to -49%;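 note: -100% = wells without enzyme as full effect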
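ADP-Glo luminescence measured ADP generated by PI4K2A enzyme (4 ug/mL before mixing) with 1.2 mM PI substrate (pre-mix) and 300 microM ATP (pre-mix). Tris pH7.5 buffer with MgCl2, Triton X-100; 1 h reaction at ambient temperature.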
Vif-APOBEC3F blk: Vif-A3F binding inhibition. HeLa A3F-eYFP + Vif (tagged APOBEC3F with the HIV-1 protein that degrades it), YFP fluorescence increase. Potency, µM (doses to about 46.1 µM), for inactives: at the top dose activity, negative = active. hit rate 0.2% among 390,000. AID 602313; note: potency is the fitted concentration of half-maximal effect; % of control where 0% means no effect; nearly all actives have a fitted effect of over 65% in size
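HeLa cells stably expressing Vif plus C-terminally eYFP-tagged A3F were seeded, incubated overnight at 37 deg C, dosed with compound, incubated overnight again at 37 deg C. Yellow fluorescence (Ex 488/Em 500-530) reported blocked Vif-mediated A3F-eYFP degradation.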
LDHA inh: LDHA (human) enzyme inhibition; hit rate 0.15% among 480,000; AID 1347041; purified LDHA, NADH/diaphorase-resazurin fluorescence; stronger effect = lower value; activity change, % (values are at about 110 or 230 µM); in the data active = activity change below about -30%; inconclusive = mostly about -25% to -30%;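 note: plate controls were DMSO wells for no effect and wells without enzyme for full effect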
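LDH5 2 nM; NADH 0.06 mM, pyruvate 0.2 mM; 200 mM Tris pH 7.4, EDTA, Tween-20; 5 min RT. Detection: diaphorase 0.133 mg/mL + resazurin 37 µM, fluorescence ex540/em590 at 0 and 20 min; normalized to enzyme-free and DMSO wells.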
Numbers without * were called inactive; ? = inconclusive; · = no result given; [ ] = dose if it differs, or a comment. Unless noted, calls come from the whole dose curve; as a rule, active = well fitted curve in the direction sought with a large enough effect; inconclusive = small, poorly fitted or top-dose-only effect, or another doubt; inactive = no such curve, though single readings can be large; an effect the other way counts as inactive or inconclusive. These rows are one share of the data. The share of hits here may be higher or lower than overall.

SMILES | Vif-A3G inh | Glioma ERSR ind | TrxR1 substrate | IDH1 R132H inh | RXFP1 ag | USP1-UAF1 inh | PI4K2A block | Vif-APOBEC3F blk | LDHA inh
Cc1cc(C=O)c(C)n1-c1ccc(Oc2ccc([N+](=O)[O-])cn2)cc1 | -4.3% | -3.2% | -5.3% | 5.4% | 2.2% | -6.2% | 6.9 | 7.9% | 2.7
COc1cc(Br)cc2cc(S(=O)(=O)c3ccccc3)c(=O)oc12 | -2.8% | -3.4% | 1.2% | 3.5% | ? | 9.3% | -1.8 | 1.7% | -4.8
COc1cc(CC(=O)N(C)CC(=O)Nc2ccc(Cl)c(C(F)(F)F)c2)cc(OC)c1OC | -1.2% | -6.2% | 4.7%[57.1 µM] | 3.4% | 3.8% | -21.0% | 2.3 | 9.5% | 4.1
CCN(CC)C(=O)CSc1nnc(-c2ccc(O)cc2)n1CC1CCCO1 (stereo not drawn) | -1.7% | -3.9% | 15.5%[57.1 µM] | 3.0% | 2.5% | -18.0% | 0.7 | -3.8% | -4.2
CSc1ccc(Cl)c(C(=O)N(C)CC(=O)Nc2ccc(N3CCOCC3)cc2)c1 | -4.5% | -3.4% | -5.2% | 9.1% | -0.2% | -16.3% | 5.5 | 10.9% | -0.2
C/C(=N/NC(=O)CSc1nc2ccccc2n1C)c1ccco1 | -10.6% | -0.7% | -14.9% | 0.0% | 0.0% | -7.7% | -3.9 | -16.6% | -9.8
Cc1ccc(C(=O)C2=C(O)C(=O)N(Cc3cccnc3)C2c2ccc(Cl)cc2)o1 (stereo not drawn) | 8.3% | -2.2% | -17.8% | -6.7% | ? | -16.5% | 2.8 | -2.7% | 2.4
CC(=O)Nc1ccc(S(=O)(=O)NCc2nnnn2-c2ccc(Cl)cc2)cc1 | 1.2% | -3.2% | -14.1% | 5.5% | 0.9% | 3.1% | 3.1 | -4.8% | -7.4
Cc1ccc(S(=O)(=O)NC(CC(C)C)C(=O)Nc2ccncc2)cc1 (stereo not drawn) | -4.2% | -1.0% | -8.5%[57.1 µM] | 1.8% | -1.7% | -20.5% | -1.0 | 5.6% | -3.6
Cc1ccc(-c2ccc(C(=O)NCc3ccc(Cl)cc3)o2)c2ccccc12 | -18.6% | -1.3% | 11.6% | -0.8%[38.3 µM] | 6.7% | -31.4% | -1.9 | -7.3% | 7.2
O=C(Nc1ccc(N2CCCCC2)c(Cl)c1)c1ccc2c(c1)OCCO2 | -3.3% | 4.2% | 1.1% | 28.3% | -2.4% | -19.4% | 5.6 | · | 2.5
COc1cccc(-c2cnc3c(NC(C)=O)cc(-c4cccc(C(=O)NCCO)c4)cn23)c1 | ? | 6.0% | · | · | · | · | -3.2 | · | 0.5
COc1ccc(CCNC(=O)c2ccc3c(c2)N(Cc2cc(C)ccc2C)C(=O)c2ccccc2S3=O)cc1OC (stereo not drawn) | 3.8% | -2.4% | -1.0% | 0.4% | -2.7% | -14.0% | 2.5 | 6.6% | -11.5
COc1ccc(C2(CNC(=O)C(c3ccccc3)c3ccccc3)CCOCC2)cc1OC | 0.6% | 1.5% | -0.4% | 0.3% | 1.5% | -1.0% | -0.6 | -0.7% | -0.9
COc1ccc(/C=N\NC(=O)c2ccccc2)cc1COc1ccc(F)cc1 | ? | -3.1% | 2.0% | 11.8% | 1.6% | -9.9% | 4.7 | 0.8% | -0.9
C/C(=N/NC(=O)c1ccco1)c1ccc(NC(=O)c2ccc(F)cc2)cc1 | -1.4% | -3.5% | -4.4% | 6.6% | 3.5% | -11.1% | -1.3 | -0.7% | -4.9
CCOc1cc(NC(=S)NC)c(OCC)cc1NC(=O)c1ccc(OC)cc1 | -1.2% | -0.1% | 4.9%[57.1 µM] | 0.0% | 1.0% | -1.6% | -6.4 | 2.4% | -2.6
Cn1c(N)c(C(=O)COC(=O)CNC(=O)c2ccccc2)c(=O)n(C)c1=O | 1.5% | -2.2% | -4.0% | 7.8% | · | -13.9% | -3.6 | -0.1% | -1.6
Oc1ccccc1C=NC(c1ccccc1)C(O)c1ccccc1 (stereo not drawn) | 0.6% | -1.9% | -4.3% | 0.2% | 0.0% | -17.5% | 1.9 | -19.6% | -2.9
CN(CC(=O)NCc1ccncc1)S(=O)(=O)c1ccc(Cl)cc1 | 1.8% | -2.6% | 7.0% | -8.6% | -0.1% | -10.2% | 3.4 | 6.7% | 1.0
Nc1c(C(=O)Nc2ccc3c(c2)OCCO3)nnn1Cc1ccc(Cl)cc1 | -4.3% | 0.9% | 18.1% | -12.9% | 0.3% | -3.9% | 1.9 | 9.9% | -3.7
CCOC(=O)[C@@H]1[C@H]2COc3ccc(Br)cc3[C@@H]2N2C(=O)N(c3ccccc3)C(=O)[C@@]12C | -0.7% | -3.3% | -18.5% | -10.6% | 0.2% | -5.0% | -3.3 | 7.7% | -0.6
Cc1ccccc1OCC(=O)Nc1ccc2c(c1)COC2=O | -4.6% | 1.2% | -3.6% | 0.0% | -0.4% | -6.3% | -1.4 | -3.0% | -5.3
CC(C)(C(=O)N1CCC1(C)C(=O)NS(=O)(=O)c1cccc(Cl)c1)c1ccccc1 (stereo not drawn) | 2.0% | -3.2% | · | · | · | · | 2.8 | · | -8.3

Overlap with the part before: 2 entries, followed by the next part.
SMILES | Vif-A3G inh | Glioma ERSR ind | TrxR1 substrate | IDH1 R132H inh | RXFP1 ag | USP1-UAF1 inh | PI4K2A block | Vif-APOBEC3F blk | LDHA inh
Cc1ccccc1OCC(=O)Nc1ccc2c(c1)COC2=O | -4.6% | 1.2% | -3.6% | 0.0% | -0.4% | -6.3% | -1.4 | -3.0% | -5.3
CC(C)(C(=O)N1CCC1(C)C(=O)NS(=O)(=O)c1cccc(Cl)c1)c1ccccc1 (stereo not drawn) | 2.0% | -3.2% | · | · | · | · | 2.8 | · | -8.3
Cc1c(Cl)cccc1NC(=S)N/N=C/c1ccccc1Cl | -7.2% | -5.2% | 6.2% | -0.4% | 0.4% | -17.7% | -6.0 | 9.5% | -0.6
O=C(Nc1ccn(Cc2ccccc2)n1)c1ccc2c(c1)OCO2 | -13.4% | 0.5% | -0.1% | 2.9% | 2.8% | -4.6% | 4.5 | -7.6% | -5.2
O=C(NCCCCNC(=O)c1cccnc1)c1cccnc1 | 0.8% | -3.2% | -3.4% | 3.3% | 1.9% | -13.9% | -0.9 | -5.5% | -1.9
CCOc1ccc(NC(=O)c2c(NC(=O)Cc3ccccc3)sc3c2CCCCC3)cc1 | -2.7% | -2.7% | -2.6% | -7.3% | ? | ? | -2.9 | -13.9% | -10.9
Cc1ccc(S(=O)(=O)/N=C(\c2ccccc2)N(C)S(=O)(=O)c2ccc(C)cc2)cc1 | -1.2% | -0.2% | -4.2% | 7.3% | 3.6% | -7.2% | 7.9 | · | -2.6
CCOc1ccc(NC(=S)N2CCN(S(=O)(=O)c3ccccc3)CC2)cc1 | -0.5% | -2.5% | -3.7% | -0.5% | -0.7% | -2.1% | 0.3 | 3.4% | -10.1
COc1cc(OC)c(C(=O)Nc2cccc(C(C)=O)c2)cc1OC | -6.4% | 7.3% | 8.1%[57.1 µM] | 1.1% | -1.2% | -25.4% | -2.4 | -7.0% | -7.8
CCOC(=O)c1c(NC(=O)c2nc(SC(C)C)ncc2Cl)sc2c1CCCC2 | -3.7% | -1.9% | 2.1% | 19.0% | -0.3% | ? | 7.1 | 1.0% | -0.3
O=C(CCCOc1ccc(Cl)cc1)Nc1nncs1 | 2.4% | -0.8% | 6.6%[57.1 µM] | 8.9% | 3.5% | -10.9% | 5.3 | -1.9% | -4.6
COc1ccccc1N1CCN(S(=O)(=O)CCNC(=O)C2CCCC2)CC1 | -0.7% | -5.5% | -14.0% | -3.7% | -0.2% | 6.0% | -8.0 | -24.4% | -0.6
CN(C(=O)C1CCC1C(=O)O)c1nc(-c2ccc(Cl)s2)cs1 (stereo not drawn) | -0.7% | 4.2% | -12.9%[57.1 µM] | 6.0% | 5.3% | -15.1% | -4.4 | -8.3% | -4.5
Cc1cccc(C)c1NC(=O)COn1nnc2ccc(C(F)(F)F)cc21 | -1.6% | -1.8% | -10.8%[57.1 µM] | 5.6% | 0.6% | -6.7% | 1.4 | 3.5% | 3.1
O=C(c1cccs1)N1CCN(Cc2ccccc2)CC1 | -5.8% | 0.1% | 6.7%[57.1 µM] | 4.1% | 0.6% | -4.6% | -0.5 | 1.0% | -8.7
O=C(CSc1ccc(-c2cccs2)nn1)N1CCCCCC1 | 1.1% | -1.7% | -9.9% | 5.9% | 3.9% | -18.1% | -0.9 | 5.2% | -1.0
O=C(Cc1cc(=O)[nH][nH]1)N/N=C/c1cccc2ccccc12 | 1.1% | -2.0% | 5.4% | 0.0% | 0.5% | -15.3% | -10.9 | -31.1% | 3.2
C/C=C(\C)CN1CCN(c2cccc(C)c2C)CC1 | 0.8% | -3.6% | 6.9% | 2.9% | -3.7% | -22.0% | -0.1 | -8.2% | -6.2
